PABP1 MLLE inh: blocks PAM2 peptide binding to the PABP1 MLLE domain; AID 588489; inhibition, % at 20 µM; GST-MLLE / FITC-PAM2 fluorescence polarization; 0.36% of 360,000 active; in the data active = inhibition above about 35%, passing the limit was not always enough;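 also: plate controls were DMSO wells with GST-MLLE for no effect and wells lacking GST-MLLE protein for full effect; some results filed as inactive read as strong as hits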
Target sequence (P11940 whole entry, looked up, the tested form may be a part): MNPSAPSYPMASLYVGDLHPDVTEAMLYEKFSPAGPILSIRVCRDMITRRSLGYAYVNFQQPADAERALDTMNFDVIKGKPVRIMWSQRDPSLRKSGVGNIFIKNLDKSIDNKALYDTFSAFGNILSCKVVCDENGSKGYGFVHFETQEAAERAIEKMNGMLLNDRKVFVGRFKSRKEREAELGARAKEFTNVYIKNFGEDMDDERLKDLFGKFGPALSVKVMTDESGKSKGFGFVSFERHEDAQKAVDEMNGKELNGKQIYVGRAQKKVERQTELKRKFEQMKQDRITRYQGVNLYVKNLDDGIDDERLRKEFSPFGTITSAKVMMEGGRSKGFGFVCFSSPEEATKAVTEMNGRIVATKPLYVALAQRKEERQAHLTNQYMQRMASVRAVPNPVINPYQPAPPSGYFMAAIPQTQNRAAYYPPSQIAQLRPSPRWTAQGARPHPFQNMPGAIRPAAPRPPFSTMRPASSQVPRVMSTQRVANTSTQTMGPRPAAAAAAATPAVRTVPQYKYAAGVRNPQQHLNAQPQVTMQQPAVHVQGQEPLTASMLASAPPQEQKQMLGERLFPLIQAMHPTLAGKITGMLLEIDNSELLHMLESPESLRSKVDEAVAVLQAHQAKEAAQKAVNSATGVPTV
MT1-MMP act inh: inhibitors of human MT1-MMP activation; P50281; HT1080 RFP-PRO-GFP cells, GFP/RFP ratio fluorescence, overnight; percent of plate control window, DMSO zero; GFP/RFP ratio change, % at 20 µM; 0.061% of 360,000 active; AID 651647;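 active = GFP/RFP ratio change of at least 30% with cell ATP level not reduced by more than half and red fluorescence within 50% of control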; also: strong numbers were not always called active
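Assay system – RFP-PRO-GFP reporter HT1080 cells · Compound dosing – single dose of 20 µM compound, 1% DMSO final · Incubation – overnight compound exposure at 37 °C · Measure – GFP/RFP fluorescence ratio · Benchmarks – DMSO wells and RFP-L50D-GFP cells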
Neddyl block: inhibitors of human cullin neddylation | 0.58% of 360,000 active | AID 651699 | P61081+Q13564 | calls only at 25 µM | TR-FRET cullin neddylation, biochemical; in the data active = inhibition above about 36%
bovine MsrA act: activates bovine MsrA enzyme; purified bovine MsrA, absorbance read-out; activation, % at 10.6 µM; 0.3% of 360,000 active; in the data active = activation above about 7.5%;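 also: 0% = vehicle and 100% = reference activator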
FAS-TE inh: blocks the thioesterase domain of human fatty acid synthase | P49327 | recombinant FAS-TE, OMFH fluorogenic substrate, fluorescence endpoint | inhibition, % at 15 µM | 0.67% of 360,000 active;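 active = compounds whose normalised, plate-corrected inhibition of enzyme fluorescence in the single-dose primary screen is 50% or more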;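 also: 0% = DMSO with enzyme and 100% = substrate without enzyme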
E coli Lon inh: inhibits E. coli Lon protease. purified E. coli Lon protease, fluorescence polarization. inhibition, % at 7.94 µM. 0.42% of 360,000 active. AID 602123; in the data active = inhibition above about 13%, passing the limit was not always enough;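 also: 0% = enzyme with probe and DMSO and 100% = no enzyme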
Rin1 Abl inh: inhibitors of human Rin1-Abl protein interaction. P00519+Q13671. TR-FRET Rin1/Abl binding, biochemical. inhibition, % at 7.35 µM. 0.4% of 360,000 active; in the data active = inhibition above about 5%, passing the limit was not always enough
NRP1-CendR mod: alters CendR peptide binding to human NRP-1 | O14786 | FAM-RPARPAR peptide binding to NRP-1, fluorescence polarization | inhibition, % at 25 µM | 0.85% of 360,000 active | AID 602438;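 active = inhibition or corrected inhibition above about 18%, plus a signal ratio from 0.5 to 1.5, limit read from the data, passing the limit was not always enough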; also: strong numbers were not always called active
SKN-1 block: blocks SKN-1 activity in C. elegans; C. elegans VP596 Pgst-4::GFP/RFP ratio, acrylamide-induced, 24 h; inhibition, % at 21.8 µM; 0.49% of 360,000 active; AID 624304;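 active = interference check ratio from 0.5 to 1.5 plus GFP to RFP signal ratio inhibition reaching or exceeding a fixed threshold, cut at about 30% in these data, passing the limit was not always enough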; also: some compounds called inactive have numbers as strong as hits
The depositor's hits bear a star; i = inactive; . = not tested or not shown.

SMILES	PABP1 MLLE inh	MT1-MMP act inh	Neddyl block	bovine MsrA act	FAS-TE inh	E coli Lon inh	Rin1 Abl inh	NRP1-CendR mod	SKN-1 block
CC(C)N1C(=O)/C(=C/c2nc3ccccc3c(=O)n2-c2ccccc2)c2ccccc21	7.5	-14.7	i	0.6	3.3	1.9	-0.2	-6.7	20.1
COc1c(C)cc(C(O)c2ncc(-c3ccccc3Cl)[nH]2)cc1C (configuration not stated)	2.7	-3.7	i	-1.4	0.0	-2.5	1.2	7.0	-4.4
CCOC(=O)C1CCN(C(=O)Cc2c(C(=O)O)[nH]c3ccccc23)CC1	-10.2	-0.7	i	-0.1	-6.6	10.2	-2.8	-4.1	-5.4
O=C(NCCCCc1ccccc1)c1ccc(Br)o1	-2.9	2.2	i	-7.4	2.7	-6.1	4.4	-1.8	6.9
CC(C)Cc1cc(C(=O)N2N=C(C(F)F)CC2(O)C(F)F)c2ccccc2n1 (configuration not stated)	-5.8	3.1	i	-0.9	5.4	2.1	0.1	-13.3	-18.1
CCCN(C(=O)c1cc(Cl)nc2ccccc12)C1CCS(=O)(=O)C1 (configuration not stated)	-0.1	-0.9	i	-6.3	-4.5	-1.1	1.1	-0.8	6.8
CCNC(=S)Nc1cc(OCC)c(N2CCOCC2)cc1OCC	18.2	0.3	i	-5.9	-13.7	-5.9	1.0	13.9	10.3
CCOC(=O)C1=NN(c2ccccc2)C2=NC(C)=C(C(=O)OC)C(c3cccs3)N12 (configuration not stated)	-17.8	-0.1	i	-6.6	20.2	1.3	-1.3	-8.9	-14.5
Cc1cccc(NC(=O)CSc2nnc3ccc(-c4cccnc4)nn23)c1	4.2	2.3	i	-2.5	-5.3	7.3	-0.9	-8.4	25.7
CCC1CCc2c([nH]c3ccccc3c2=O)O1 (configuration not stated)	-6.8	7.7	i	-2.9	-11.9	-21.6	2.6	7.5	5.3
Cc1oc2ccc(O)c(CN(C)C)c2c1C(=O)c1ccccc1	6.2	4.6	i	-2.2	-7.4	3.4	3.1	17.8	6.9
CCCCN(CC)Cc1ccc(CNC(=S)Nc2c(C)cc(C)cc2C)o1	20.9	1.4	i	-8.0	-6.1	6.3	-1.9	10.1	-7.7
CCN(CC)CCNc1ccnc2cc(Cl)ccc12	0.5	15.0	i	-2.3	-5.5	5.2	4.7	4.3	-30.6
CCN(C(=O)c1ccc(Cl)cc1[N+](=O)[O-])c1ccccc1C	3.6	-2.8	i	-1.8	-3.8	-2.8	0.0	9.5	0.4
CCOc1ccc(NCc2nnc(SCC(=O)Nc3cc(C)on3)n2-c2ccc(OC)cc2)cc1	-37.9	-0.1	i	3.9	-13.0	1.1	2.5	-10.5	-0.6
Cc1ccccc1CC(=O)Nc1cccnc1	-10.7	1.0	i	-5.8	-4.7	4.4	1.3	3.6	1.9
O=C(CN1C(=O)COc2ccc(Cl)cc21)N1CCCCC1	9.0	1.6	i	-6.6	-3.7	4.6	4.4	15.7	0.5
O=C(OCC1CCNCC1)c1ccc2c(c1)OCO2	-0.8	-5.0	i	-1.3	-7.1	-21.1	-3.0	4.5	4.2
CCN(c1ccccc1)S(=O)(=O)c1ccc2c(c1)C(C)(C)C(=O)N2C	-1.1	-1.6	i	0.4	-2.7	0.0	1.0	-0.5	-8.3
COc1ccc(CC(=O)Nc2cccc(-c3csc(C)n3)c2)cc1	-8.6	3.5	i	-11.0	3.2	-4.3	-0.7	15.0	8.7
CCCC(=O)Nc1ccc(Cl)c(NC(=S)NC(=O)c2ccco2)c1	17.2	0.8	i	-1.8	-0.4	-0.5	-0.4	-0.7	1.8
O=C(Cn1cnc(Cl)c1Cl)c1ccc(F)cc1	7.8	-1.3	i	-6.8	-5.3	-4.7	4.5	3.9	5.5
CC1(C(=O)NS(=O)(=O)C2CC2)CCCN(C(=O)c2ccccc2OC(F)(F)F)C1 (configuration not stated)	-7.3	-1.7	i	0.9	-6.3	-8.6	-4.0	-1.2	-15.0
CC1=Nn2c(nnc2-c2ccco2)SC1	23.5	0.3	i	-1.3	-7.2	7.1	-2.9	5.5	-2.3
CC(=O)OC[C@H]1COc2ccc3ccccc3c2[C@H]1N(C)C(C)=O	4.0	-1.7	i	-1.5	-4.6	-9.4	1.6	1.5	5.2
Following part
SMILES	PABP1 MLLE inh	MT1-MMP act inh	Neddyl block	bovine MsrA act	FAS-TE inh	E coli Lon inh	Rin1 Abl inh	NRP1-CendR mod	SKN-1 block
COc1ccc2c(c1)C(C)=CC(C)(C)N2S(=O)(=O)c1ccc(NC(C)=O)cc1	-2.1	10.5	i	-2.3	11.6	7.0	-2.8	0.1	5.6
COc1ccc(NC(=O)CCCNC(=O)Cn2cnc3sc(C)c(C)c3c2=O)cc1OC	0.6	1.1	i	-2.4	-5.1	0.0	2.2	-7.4	18.6
O=C(O)[C@@H]1CCCN1S(=O)(=O)c1cccc2cccnc12	4.1	0.8	i	-5.1	-14.5	4.9	7.0	9.6	2.7
COc1ccccc1C(=O)NC(CCSC)C(=O)NNC(=O)c1ccccc1O (configuration not stated)	1.3	-72.4	i	-12.5	1.7	-2.4	-0.5	-4.4	0.8
N#CC1=C(Nc2ccccc2)SC=C(c2ccc(Cl)c(Cl)c2)N=C1N1CCOCC1	-4.7	-7.4	i	-11.8	-5.9	-3.8	-3.0	2.1	9.4
CCc1ccc(NCc2nc3ccccc3c(=O)[nH]2)cc1	-15.6	-7.0	i	-5.6	2.8	-0.8	5.0	4.2	-2.6
O=C(NC1CCCCC1)C(c1ccc(F)cc1)N(Cc1ccco1)C(=O)c1csnn1 (configuration not stated)	6.1	-3.0	i	-5.3	4.6	15.1	1.2	1.3	16.8
CC(C)(C)c1ccc(C(=O)NCC(=O)OCC(=O)c2ccc3c(c2)-c2ccccc2C3)cc1	0.2	1.1	i	-3.6	3.6	-18.3	-0.9	-14.0	-3.8
COc1ccc(CSc2nc(C)cc(=O)[nH]2)cc1Br	35.1	4.7	i	-1.4	-1.9	-3.7	-1.2	-4.3	-7.8
NC(=O)/C(=C\c1ccco1)NC(=O)c1ccc(Br)o1	-24.1	-1.9	i	-0.3	-2.8	-15.0	0.6	1.8	13.8
O=c1[nH]cnc2nc3n(c12)CCCCC3	-7.1	1.4	i	-4.2	-0.9	0.5	1.8	19.7	-20.2
COc1ccc(NC(=O)C2CCCN2S(=O)(=O)c2ccc3c(c2)CC(C)N3C(C)=O)cc1OC (configuration not stated)	-5.7	0.6	i	-1.1	-3.0	-1.4	-1.4	-3.6	-5.3
Cc1cc(OC(C)C(=O)NCC(O)c2ccccc2)c2c(C)c(C)c(=O)oc2c1 (configuration not stated)	10.2	-1.0	.	1.1	2.6	5.9	1.8	-3.2	5.7
CC(C(=O)NC1C(=O)N2C(C(=O)O)=C(CSc3nnnn3C)CSC12)n1cc(Cl)cn1 (configuration not stated)	42.8*	-7.6	i	-1.1	-6.8	0.6	1.6	10.2	0.7
O=C(O)C1=C[C@@H](c2ccc3c(c2)OCO3)C[C@@H](OCc2ccc(CO)cc2)O1	3.2	4.1	i	-2.9	-11.5	-6.3	-1.3	-12.0	22.7
CC(=O)c1c(C)[nH]c(C(=O)COC(=O)c2ccc(C)s2)c1C	2.1	4.7	i	1.5	0.7	-8.0	0.3	11.6	2.4
O=C(Nc1ccc(Oc2ccccc2)cc1)c1ccco1	9.7	-5.5	i	-12.1	-1.7	-10.7	-4.3	-10.6	38.8*
Oc1ccc(N2CCN(Cc3c(-c4ccccc4)nc4ccccn34)CC2)cc1	16.2	-14.9	i	-4.2	-1.3	-9.4	4.1	-2.7	0.9
O=C(Nc1ccc(OCC(F)(F)C(F)F)cc1)c1ccncc1	-7.3	-5.2	i	-1.2	-0.1	-8.7	5.2	0.9	1.3
NC(=O)Cn1c(=O)n(CCC(=O)Nc2ccc(F)cc2)c(=O)c2sccc21	-6.8	-3.2	i	-3.7	-8.2	-5.5	-4.5	7.8	12.9
Cc1ccc(C(=O)N(CC(=O)NC2CCCCC2)c2ccccc2F)s1	-4.0	1.2	i	-2.5	1.2	-3.1	2.9	4.0	-3.8
CCC(C)NC(=O)Nc1ccc(Br)cc1 (configuration not stated)	23.2	-2.6	i	-3.2	-3.6	-3.2	3.6	7.7	16.5
CCOc1nc(NCCc2ccc(OC)c(OC)c2)nc(NC(C)(C)CO)n1	12.5	2.4	i	-11.8	-5.5	0.7	-0.9	-2.6	-24.4
COc1ccc2nc(NNC(=O)c3cc(=O)c4ccccc4o3)sc2c1	-53.2	-2.7	i	-0.6	9.4	-8.3	-1.2	-44.8	-0.4
COc1cccc(CNC(=O)CCCNS(=O)(=O)c2cccs2)c1	3.9	-0.9	i	-5.8	-6.3	-3.6	-0.4	1.9	-28.2

In another format: entries from further up.
smiles | PABP1 MLLE inh | MT1-MMP act inh | Neddyl block | bovine MsrA act | FAS-TE inh | E coli Lon inh | Rin1 Abl inh | NRP1-CendR mod | SKN-1 block
CCC1CCc2c([nH]c3ccccc3c2=O)O1 (configuration not stated) | -6.8 | 7.7 | i | -2.9 | -11.9 | -21.6 | 2.6 | 7.5 | 5.3
CC(C)Cc1cc(C(=O)N2N=C(C(F)F)CC2(O)C(F)F)c2ccccc2n1 (configuration not stated) | -5.8 | 3.1 | i | -0.9 | 5.4 | 2.1 | 0.1 | -13.3 | -18.1
CCN(C(=O)c1ccc(Cl)cc1[N+](=O)[O-])c1ccccc1C | 3.6 | -2.8 | i | -1.8 | -3.8 | -2.8 | 0.0 | 9.5 | 0.4
CCN(c1ccccc1)S(=O)(=O)c1ccc2c(c1)C(C)(C)C(=O)N2C | -1.1 | -1.6 | i | 0.4 | -2.7 | 0.0 | 1.0 | -0.5 | -8.3

The results go on:
SMILES	PABP1 MLLE inh	MT1-MMP act inh	Neddyl block	bovine MsrA act	FAS-TE inh	E coli Lon inh	Rin1 Abl inh	NRP1-CendR mod	SKN-1 block
O=C(CN1CCCCCC1)Nc1ccccc1OC(F)F	-14.1	-0.9	i	-12.7	-0.4	-5.4	1.4	15.3	-6.0
CC(=O)Nc1ccc(NC(=O)COc2ccc(Cl)cc2Cl)cc1	8.8	5.4	i	-4.0	-1.9	-2.7	4.3	-1.1	4.3
COC(=O)c1c(NC(=S)NN2CCOCC2)sc2c1CCCC2	18.6	-6.2	i	-1.5	22.3	3.7	-0.7	1.4	14.7
CCOC(=O)N/N=C/c1ccccc1OCc1ccc(Cl)cc1	-4.9	-2.7	i	-3.9	17.7	8.4	-3.1	-0.4	-0.1
Cc1ccc(SC(C)C(=O)NCc2ccncc2)cc1 (configuration not stated)	-54.6	-12.7	i	-3.7	-2.6	-4.5	0.7	-4.7	-8.8
Cc1cccc(N2CCN(c3ccc4cc(S(=O)(=O)N5CCCCC5)ccc4n3)CC2)c1C	11.4	-2.9	i	1.2	31.4	6.2	1.1	0.3	3.2
Cc1csc(NC(=O)CN2C(=O)c3ccccc3C2=O)c1C(N)=O	-4.7	-0.9	i	-1.8	-5.6	11.7	-3.8	-23.9	3.2
N/C(=N\OC(=O)c1ccc2c(c1)OCO2)c1ccc(Br)cc1	-8.9	-14.5	i	-1.3	-4.7	20.2	-3.2	10.8	7.0
O=C(CCCOc1ccccc1)Nc1ccc(Cl)c(S(=O)(=O)N2CCOCC2)c1	-5.9	-3.1	i	6.2	8.3	1.5	-0.5	10.5	-0.9
CCOC(=O)N1CCC(NC(=O)Cn2nc(Cc3ccncc3)c3ccccc3c2=O)CC1	-5.1	-0.1	i	-5.9	-3.9	0.5	1.3	0.0	-5.4
C=CCn1c(SCC(=O)Nc2ccc(O)cc2)nc2sc(CC)cc2c1=O	-9.0	1.5	i	-2.2	1.0	-1.5	0.5	-0.6	4.6
COc1ccc(CNC(=O)C2(CC3CC(c4ccccc4)=NO3)CCN(C(=O)C3(C)CC3)CC2)cc1 (configuration not stated)	-2.5	0.9	i	0.1	-5.9	-0.2	0.4	11.3	10.4

Screens (PubChem BioAssay)
